Compound activity as filed in PubChem BioAssay.
Eya2 inh: qHTS Assay for Inhibitors of the Phosphatase Activity of Eya2. Protein phosphatase EYA2 (Homo sapiens), O00167. recombinant Eya2, OMFP fluorescence dephosphorylation (OMFP is methylfluorescein phosphate). Potency, µM (series often up to 76.9 µM), inactives show at the top dose activity, negative = inhibition, usual class: inhibitors. actives 0.006% (n = 330,000); note: potency is the fitted concentration of half-maximal effect
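Eya2 (0.2 uM) preincubated 10 min at ambient with compound, then OMFP substrate added at 50 uM; 10 min reaction in 50 mM HEPES pH 7.5, 50 mM NaCl, 5 uM MgCl2, 0.05% BSA, 1 mM DTT. Fluorescence read at Ex 485/Em 525 nm.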
BCR signal inh: qHTS Assay to Find Inhibitors of Chronic Active B-Cell Receptor Signaling. actives 0.05% (n = 340,000). ABC-DLBCL IkBa-CBG/CBR reporter, luminescence ratio, 4 h. Potency, µM (top dose mostly 46.1 µM), for the others: at the highest dose ratio change, negative = lower green/red ratio, most hits filed as inhibitors; active = well fitted inhibition curve with a large enough effect in the signal ratio, with a control signal flat, not every such curve was filed as active; inconclusive = small, poorly fitted or top-dose-only effect, or effect the other way, or a change in a side signal; the % refers to the signal ratio;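 note: potency is the fitted concentration of half-maximal effect; plate controls were basal doxycycline-induced cells for no effect and cells given 10 µM MG132 for full effect; MG132 reads +100%, hits lower the ratio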
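Compounds up to 46 uM were incubated four hours with TMD8 cells whose green CBG68 luciferase is fused to IkappaBalpha; red CBR luminescence normalised the signal, and concentration-effect curves were fitted to fusion, red and ratio data.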
GALK inh: qHTS Assay for Inhibitors of Human Galactokinase (GALK). P51570. Purified GALK, Kinase-Glo residual ATP luminescence. Potency, µM (series often up to 57.5 µM), for the others: at the top dose activity change, negative = inhibition, most hits filed as inhibitors. actives 0.007% (n = 270,000). AID 1868, 2009; note: potency is the fitted concentration of half-maximal effect
Target sequence (P51570 whole entry, looked up): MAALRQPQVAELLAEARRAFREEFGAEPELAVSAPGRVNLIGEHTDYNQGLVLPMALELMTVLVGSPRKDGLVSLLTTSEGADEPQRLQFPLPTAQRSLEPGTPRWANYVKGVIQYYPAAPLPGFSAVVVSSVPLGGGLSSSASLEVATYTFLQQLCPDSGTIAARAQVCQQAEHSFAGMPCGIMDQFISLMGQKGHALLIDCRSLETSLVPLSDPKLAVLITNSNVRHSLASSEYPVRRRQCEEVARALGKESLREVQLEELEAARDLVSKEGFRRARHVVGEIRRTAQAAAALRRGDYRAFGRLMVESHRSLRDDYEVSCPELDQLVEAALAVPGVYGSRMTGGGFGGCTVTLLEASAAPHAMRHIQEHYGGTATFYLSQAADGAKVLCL
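Human GALK (5 nM) with 35 uM ATP and 100 uM galactose in 20 mM HEPES pH 8.0, 5 mM MgCl2, 60 mM NaCl, 1 mM DTT, 0.01% BSA. After 1 h at room temperature, leftover ATP was read by Kinase-Glo Plus luminescence.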
USP2a block: qHTS Assay for Inhibitors of Ubiquitin-specific Protease USP2a Using CHOP2 as the Reporter; actives 0.01% (n = 330,000); Potency, µM (top dose mostly 38.3 µM), without a hit: at the highest dose activity change, negative = inhibition, most hits filed as inhibitors; Ubiquitin carboxyl-terminal hydrolase 2 (Homo sapiens), O75604; USP2 core, Ub-CHOP2 coupled fluorogenic reporter, 485/531;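 note: potency is the fitted concentration of half-maximal effect; plate controls were DMSO wells for no effect and full inhibition by NEM control for full effect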
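USP2 core (10nM final) preincubated 30min RT with compound in 20mM Tris-HCl pH 8.0, 2mM CaCl2, 2mM beta-mercaptoethanol, 0.05% CHAPS; 25nM Ub-CHOP2 plus 25nM reporter substrate added, fluorescence (Ex485/Em531) read after 60min.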
uPA generation: qHTS for Inhibitors of Cell Surface uPA Generation | actives 0.31% (n = 330,000) | AID 540303, 2011 | cell surface uPA generation assay, qHTS | Potency, µM (series often up to 38.3 µM), for the others: at the highest dose activity change, negative = inhibition, usual class: inhibitors; active = well fitted inhibition curve with a large enough effect; inconclusive = small, poorly fitted or top-dose-only effect; inactive = no such curve, though single readings can be large or run the other way; tested in mouse RAW 264.7 cells; note: potency is the fitted concentration of half-maximal effect; nearly all actives have a fitted effect of over 55% in size
B2AR arrestin: qHTS assay of beta-arrestin-biased ligands of beta2-adrenergic receptor | Beta-2 adrenergic receptor (Homo sapiens), P07550 | beta-arrestin recruitment to beta2AR, cell-based reporter | Potency, µM (series often up to 46.1 µM), for the others: at the top dose activation, actives largely listed as activators | actives 0.02% (n = 330,000) | AID 492947, 2010;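 note: potency is the fitted concentration of half-maximal effect; 0% = DMSO controls and full agonism = EC100 isoproterenol or metaproterenol; nearly all actives have a fitted effect of over 65% in size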
Giardia kill: Small Molecules that selectively kill Giardia lamblia: qHTS; Giardia lamblia trophozoite viability; activity change, % at 7.66 µM, hits read low; actives 0.15% (n = 340,000); AID 540267, 2011; in the data active = activity change below about -80%; inconclusive = between about -30% and that limit;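 note: parasites exposed to compound for two days anaerobically before the ATP read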
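Each well holds 100 Giardia trophozoites and compound. After two days (48 hrs) at 37 deg C in anaerobic conditions, ATP is quantified by luminescence.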
PKM2 activator: qHTS Assay for Activators of Human Muscle isoform 2 Pyruvate Kinase | purified PKM2, Kinase-Glo ATP luminescence, activation; response scale: 0% is enzyme alone, no compound | Potency, µM (highest dose often 57.5 µM), inactives show top-dose activation, actives largely listed as activators | actives 0.34% (n = 260,000) | Pyruvate kinase PKM (Homo sapiens), P14618; note: potency is the fitted concentration of half-maximal effect; nearly all actives have a fitted effect of over 55% in size
Target sequence (P14618 whole entry, looked up, canonical isoform): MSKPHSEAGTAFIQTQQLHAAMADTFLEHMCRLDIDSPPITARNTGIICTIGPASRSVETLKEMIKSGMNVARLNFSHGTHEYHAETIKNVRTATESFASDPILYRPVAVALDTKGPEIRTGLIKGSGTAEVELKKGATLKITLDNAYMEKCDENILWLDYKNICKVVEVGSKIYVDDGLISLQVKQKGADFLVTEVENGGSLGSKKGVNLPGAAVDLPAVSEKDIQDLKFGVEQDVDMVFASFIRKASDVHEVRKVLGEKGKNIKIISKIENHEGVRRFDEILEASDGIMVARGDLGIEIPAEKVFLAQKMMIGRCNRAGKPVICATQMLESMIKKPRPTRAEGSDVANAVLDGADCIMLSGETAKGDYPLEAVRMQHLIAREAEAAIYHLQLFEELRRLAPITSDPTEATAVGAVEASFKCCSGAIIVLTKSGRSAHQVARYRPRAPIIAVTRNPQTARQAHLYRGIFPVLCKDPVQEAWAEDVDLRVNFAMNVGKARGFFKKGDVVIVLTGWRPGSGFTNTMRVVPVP
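hPK-M2, >95% pure; 0.1 mM ADP / 0.5 mM PEP final; imidazole pH7.2 buffer w/ 7 mM MgCl2, 50 mM KCl; 1 h RT; Kinase-Glo lum. Intermediate enzyme activity for dual inhibitor/activator qHTS.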
KCNH2 3.1 block: qHTS for Inhibitors of KCHN2 3.1: Mutant qHTS; Potassium voltage-gated channel subfamily H member 2, brain isoform KCNH2 3.1 (human); U2OS KCNH2 3.1, thallium flux FluxOr; hits give low values; activity change, % (tested at about 1.8 µM); actives 0.95% (n = 340,000);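 active = maximum activity change below -70%; inconclusive = maximum activity change from -70% to -50%; inactive = maximum activity change above -50%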;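 note: thallium influx rate constant from kinetic fluorescence after stimulation buffer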
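Steps: virus added to U2OS suspension (4 h, RT, dark); medium with 10% FBS added, cells plated, 37 C overnight; FluxOr/Red40 loading buffer 45 min RT; stimulation buffer, 2 min kinetic read; rate constant normalized.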
hERG WT inh: qHTS for Inhibitors of KCHN2 3.1: Wildtype qHTS; U2OS, BacMam KCNH2, thallium flux FluxOr; hits give low values; Voltage-gated inwardly rectifying potassium channel KCNH2 (Homo sapiens), Q12809; activity change, % at 1.84 µM; actives 0.37% (n = 340,000);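 active = maximum activity change below -70%; inconclusive = maximum activity change between -70% and -50%; inactive = maximum activity change above -50%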
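U2OS cells transduced with wild-type KCNH2 virus are loaded with FluxOr dye for 45 min, and thallium flux is measured in kinetic reads before and after stimulation buffer. Rate constants are normalized to DMSO controls.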
Coupling enz: qHTS Assay for Inhibitors of Fructose-1,6-bisphosphate Aldolase from Giardia Lamblia: Coupling assay counterscreen. coupling enzyme system counterscreen, AmpLite Red fluorescence. AID 2472, 2010. activity change, negative = inhibition, % at 58.2 µM, hits read low. actives 0.67% (n = 290,000); in the data active = activity change below about -30%
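Counterscreen lacking aldolase: glyceraldehyde-3-phosphate coupling-enzyme reagent preincubated 10 min at RT with compound (at 57.5 uM final), then substrate/coupling system with AmpLite Red added; fluorescence read at 525/598 nm after 20 min RT.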
* = called active by the depositor. Unless noted, calls come from the whole dose curve; as a rule, active = well fitted curve in the direction sought with a large enough effect; inconclusive = small, poorly fitted or top-dose-only effect, or another doubt; inactive = no such curve, though single readings can be large; an effect the other way counts as inactive or inconclusive. Unless noted, % is set by controls: 0 for no effect and ±100 for the full control effect.

`Cc1ccc(NS(=O)(=O)c2ccc(C(=O)OCC(=O)N3CCCCC3)cc2)cc1` gave Eya2 inh -14.6%, BCR signal inh 4.5%, USP2a block 0.1%, uPA generation inconclusive, B2AR arrestin 0.0%, Giardia kill -5.5, KCNH2 3.1 block -24.2 and hERG WT inh -1.1.
COc1ccc(N2CCN(CC(O)COC(c3ccc(F)cc3)c3ccc(F)cc3)CC2)cc1 (configuration not stated) was read as Eya2 inh -4.1%, BCR signal inh -9.1%, GALK inh 1.6%, USP2a block -1.7%, uPA generation -11.1%, B2AR arrestin -1.1%, Giardia kill -21.3, KCNH2 3.1 block -119.3*, hERG WT inh -82.3* and Coupling enz 0.8.
Screening CN(Cc1ccc(-n2cccn2)cc1)Cc1nc(-c2cnccn2)no1 returned Eya2 inh 2.5%, BCR signal inh 1.9%, GALK inh 0.7%, USP2a block 3.0%, uPA generation -1.1%, B2AR arrestin -0.6%, Giardia kill 5.4, PKM2 activator -4.2%, KCNH2 3.1 block -20.6, hERG WT inh -9.3 and Coupling enz 2.0.
`COc1ccc(OC)c(S(=O)(=O)NCCOC23CC4CC(CC(C4)C2)C3)c1` gave Eya2 inh -4.2%, BCR signal inh 1.3%, GALK inh 0.8%, USP2a block 3.6%, uPA generation 4.4%, B2AR arrestin -5.2%, Giardia kill -14.6, PKM2 activator 1.3%, KCNH2 3.1 block -2.9, hERG WT inh -1.9 and Coupling enz 0.1.
`O=C(NCC1CCN(Cc2ccc(F)cc2)CC1)Nc1cc(F)ccc1F` gave Eya2 inh -6.4%, BCR signal inh -0.1%, GALK inh 5.1%, USP2a block -0.3%, uPA generation 9.8%, B2AR arrestin -0.4%, Giardia kill inconclusive, KCNH2 3.1 block 3.8, hERG WT inh 39.7 and Coupling enz 3.8.
Screening COc1ccc(N(CC(=O)Nc2cccc3ccccc23)S(C)(=O)=O)c(OC)c1 returned Eya2 inh 4.8%, BCR signal inh inconclusive, GALK inh -0.6%, USP2a block -0.2%, uPA generation -6.2%, B2AR arrestin -0.7%, Giardia kill -11.0, PKM2 activator -4.5%, KCNH2 3.1 block 17.5, hERG WT inh 5.6 and Coupling enz 2.6.
Screening CN1CCN(S(=O)(=O)c2ccc(C(=O)Nc3ccccc3)cc2)CC1 returned Eya2 inh 31.6%, BCR signal inh -11.9%, GALK inh 0.1%, USP2a block -4.1%, B2AR arrestin -0.7%, Giardia kill 7.6, PKM2 activator -14.7%, KCNH2 3.1 block -9.5, hERG WT inh 1.5 and Coupling enz 8.3.
For O=C(O)c1ccc(CSc2nnc(-c3ccncc3)n2CC2CCCO2)cc1 (configuration not stated) the results were Eya2 inh 2.1%, BCR signal inh -4.8%, GALK inh -0.4%, USP2a block 4.2%, uPA generation 1.0%, B2AR arrestin -0.1%, Giardia kill 1.0, PKM2 activator -2.9%, KCNH2 3.1 block 13.3, hERG WT inh -10.6 and Coupling enz 3.3.
Screening CCOCCCNC(=O)c1ccc(OC)cc1 returned Eya2 inh 2.0%, BCR signal inh 0.0%, GALK inh -1.7%, USP2a block 5.5%, uPA generation 0.4%, B2AR arrestin 0.0%, Giardia kill 15.1, PKM2 activator 3.9%, KCNH2 3.1 block 29.3, hERG WT inh 4.1 and Coupling enz -0.6.
COCCCn1c(SCC(=O)NC2CCCC2)nnc1-c1ccncc1 was read as Eya2 inh 3.6%, BCR signal inh 2.3%, GALK inh -3.5%, USP2a block 1.3%, uPA generation -2.1%, B2AR arrestin -0.5%, Giardia kill -19.1, PKM2 activator -1.3%, KCNH2 3.1 block 3.5, hERG WT inh -14.8 and Coupling enz -0.2.
`Cc1c(NC(=O)C2CC(c3ccc(F)cc3)=NO2)c(=O)n(-c2ccccc2)n1C` (configuration not stated) gave Eya2 inh 9.1%, BCR signal inh -1.6%, GALK inh 1.8%, USP2a block 0.8%, uPA generation 13.7%, B2AR arrestin -0.5%, Giardia kill 2.5, PKM2 activator -6.4%, KCNH2 3.1 block -5.8, hERG WT inh -31.2 and Coupling enz 5.5.
O=C(CNC(=O)c1ccc(Br)o1)NNC(=O)c1ccccc1O was read as Eya2 inh 6.9%, BCR signal inh 1.1%, USP2a block -0.5%, uPA generation 4.1%, B2AR arrestin -1.0%, Giardia kill -8.4, KCNH2 3.1 block 0.5 and hERG WT inh 4.0.
For Cc1noc(C)c1C(=O)OCC(=O)C12CC3CC(CC(C3)C1)C2 the results were Eya2 inh -0.5%, BCR signal inh 0.4%, GALK inh -0.2%, USP2a block 4.2%, uPA generation -1.0%, B2AR arrestin -1.3%, Giardia kill -4.2, PKM2 activator -2.7%, KCNH2 3.1 block -0.7, hERG WT inh -1.3 and Coupling enz 3.1.
`c1ccc(CCN2CN=C(Nc3nc4ccccc4s3)NC2)cc1` gave Eya2 inh inconclusive, BCR signal inh -3.9%, GALK inh -2.5%, USP2a block 2.7%, uPA generation 2.3%, B2AR arrestin 0.4%, Giardia kill -11.4, PKM2 activator -2.8%, KCNH2 3.1 block 13.9, hERG WT inh -2.1 and Coupling enz -2.6.
Cc1ccc(Oc2nc3ccccc3n3c(C)nnc23)cc1 was read as Eya2 inh 24.5%, BCR signal inh 1.6%, GALK inh -0.6%, USP2a block -8.3%, B2AR arrestin -0.3%, Giardia kill 27.3, PKM2 activator -17.6%, KCNH2 3.1 block 1.6, hERG WT inh 4.4 and Coupling enz -3.3.
`O=C(c1cc2nc(-c3cccs3)cc(C(F)(F)Cl)n2n1)N1CCCc2ccccc21` gave Eya2 inh -8.1%, BCR signal inh 2.0%, GALK inh 0.6%, USP2a block 2.2%, uPA generation 10.5%, B2AR arrestin 0.2%, Giardia kill 2.9, PKM2 activator -7.7%, KCNH2 3.1 block -42.8, hERG WT inh 8.3 and Coupling enz -5.9.
Screening O=C1N/C(=C/c2ccc(Br)cc2)C(O)=C1C=NCc1ccccc1 returned Eya2 inh -0.5%, BCR signal inh 0.3%, GALK inh 0.6%, USP2a block 1.0%, uPA generation 2.3%, B2AR arrestin -0.3%, Giardia kill -7.8, PKM2 activator 0.5%, KCNH2 3.1 block 3.7, hERG WT inh 0.9 and Coupling enz 2.1.
For CC(=O)c1ccc(N2CCN(C(=O)c3n[nH]c4ccccc34)CC2)cc1 the results were Eya2 inh -4.4%, BCR signal inh 5.2%, GALK inh 10.3%, USP2a block -2.3%, uPA generation 1.2%, B2AR arrestin 0.1%, Giardia kill -11.9, PKM2 activator -3.6%, KCNH2 3.1 block -12.3, hERG WT inh 4.7 and Coupling enz 14.5.
`CC(=O)c1ccc(C(=O)N2CCCC(C(=O)c3cc(F)ccc3F)C2)s1` (configuration not stated) gave Eya2 inh 5.4%, BCR signal inh -6.8%, GALK inh 6.7%, USP2a block 2.2%, uPA generation 2.5%, B2AR arrestin 0.0%, Giardia kill 24.4, PKM2 activator 2.1%, KCNH2 3.1 block -5.0, hERG WT inh 0.7 and Coupling enz 2.2.
COc1cc(C(=O)NCc2nnc(SCC(=O)N3CCC(C)CC3)o2)cc(OC)c1OC was read as Eya2 inh 5.9%, BCR signal inh -3.7%, GALK inh -2.2%, USP2a block -0.4%, uPA generation 2.8%, B2AR arrestin 0.1%, Giardia kill -4.7, PKM2 activator 2.8%, KCNH2 3.1 block -6.3, hERG WT inh -6.1 and Coupling enz -0.4.
For Cc1ccc(SC[C@H](Cc2ccccc2)N2CC[C@@H](NC(=O)OCc3ccccc3)CCC2=O)cc1 the results were Eya2 inh 2.4%, BCR signal inh -0.7%, USP2a block -1.2%, B2AR arrestin -1.2%, PKM2 activator 3.1% and Coupling enz -5.8.
Screening COc1ccc(NC(=S)N2CCCC2)c(OC)c1 returned Eya2 inh -23.4%, BCR signal inh 1.7%, GALK inh -1.3%, USP2a block 0.8%, uPA generation 1.2%, B2AR arrestin -0.2%, Giardia kill 3.8, PKM2 activator -0.5%, KCNH2 3.1 block 2.0, hERG WT inh -2.3 and Coupling enz 1.8.
